LRH-1 inv ag = suppresses constitutive activity of human LRH-1. 0.13% of 360,000 active. O00482. HEK293T StAR-luciferase reporter, LRH-1 transfected, 24 h. AID 602396. inhibition, % at 3.6 µM;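 active means inhibition above the mean inhibition of all tested compounds plus 3 SD, cut at about 73% in these data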;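 further: 0% = DMSO wells and 100% = reporter-only cells lacking LRH-1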
SRC2 inh = inhibits human steroid receptor coactivator 2 | Q15596 | HEK293 GAL4-SRC2 luciferase reporter, luminescence | inhibition, % at 9 µM | 0.17% of 370,000 active | AID 651957;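 active means inhibition above the mean inhibition of all tested compounds plus 3 SD, set per campaign, cut at about 52% in these data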;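 further: 0% = DMSO treated cells and 100% = cells given Gossypol at 36 µM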
TROY NFkB inh = TROY signaling inhibition; Q293 LMP1-TROYcd NF-kB luciferase reporter, 4 h; inhibition, % at 10 µM; 0.98% of 360,000 active;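 active means compounds whose plate-normalised and pattern-corrected inhibition of the luciferase reporter signal at the single screening dose is 50% or more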
SRC3 inh = inhibitors of human steroid receptor coactivator 3 (SRC3); HEK293 GAL4-SRC3 luciferase reporter, luminescence; 0.17% of 360,000 active; inhibition, % at 3.6 µM; Q9Y6Q9; AID 588352;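 active means inhibition above a per-campaign cutoff, the mean of all compounds plus 3 SD, cut at about 60% in these data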;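 further: 0% = DMSO-treated cells and 100% = gossypol-treated cells at 36 µM; higher means less SRC3-driven luciferase light from the GAL4 reporter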
COUP-TFII inh = blocks human COUP-TFII nuclear receptor. 0.7% of 370,000 active. HEK293T NGFI-A luciferase reporter, luminescence. inhibition, % at 8.6 µM;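 active means inhibition above a per-plate cutoff, mean inhibition of test wells between control levels plus 3 SD, cut at about 38% in these data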;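 further: cells cotransfected with COUP-TFII expression vector driving the NGFI-A reporter; 0% = median of COUP-TF2 test wells and 100% = reporter-only cells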
ABHD5 PLIN5 PPI = ABHD5-PLIN5 protein interaction inhibition | Q00G26+Q8WTS1 | Split G. princeps luciferase complementation, luminescence, 4 h | inhibition, % at 4 µM | 0.78% of 360,000 active | AID 602281;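 active means inhibition above the mean inhibition across every tested compound plus 3 SD, cut at about 22% in these data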;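 further: 0% = DMSO only wells and the 100% control is not disclosed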
Target sequence (Q00G26 whole entry, looked up): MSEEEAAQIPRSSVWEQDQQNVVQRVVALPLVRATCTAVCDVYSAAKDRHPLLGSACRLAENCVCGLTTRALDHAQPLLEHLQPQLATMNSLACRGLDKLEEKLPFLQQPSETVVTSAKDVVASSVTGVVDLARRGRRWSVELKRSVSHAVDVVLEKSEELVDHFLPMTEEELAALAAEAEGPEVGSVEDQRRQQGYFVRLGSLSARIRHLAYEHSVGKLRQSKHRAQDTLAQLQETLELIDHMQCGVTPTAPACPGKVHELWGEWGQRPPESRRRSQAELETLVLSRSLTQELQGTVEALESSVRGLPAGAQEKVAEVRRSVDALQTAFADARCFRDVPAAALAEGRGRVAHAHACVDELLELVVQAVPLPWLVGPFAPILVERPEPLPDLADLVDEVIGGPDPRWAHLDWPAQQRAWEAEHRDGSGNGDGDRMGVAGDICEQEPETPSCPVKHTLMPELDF
Target sequence (Q8WTS1 whole entry, looked up): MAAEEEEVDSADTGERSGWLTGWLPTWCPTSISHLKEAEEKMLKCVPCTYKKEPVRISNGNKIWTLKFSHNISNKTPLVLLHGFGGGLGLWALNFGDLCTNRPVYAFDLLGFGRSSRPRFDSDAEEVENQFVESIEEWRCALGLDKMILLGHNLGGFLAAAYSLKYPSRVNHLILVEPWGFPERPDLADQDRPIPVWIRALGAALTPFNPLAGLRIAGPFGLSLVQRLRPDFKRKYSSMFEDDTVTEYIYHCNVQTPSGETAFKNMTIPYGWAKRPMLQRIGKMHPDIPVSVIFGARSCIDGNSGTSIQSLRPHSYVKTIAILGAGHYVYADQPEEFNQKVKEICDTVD
NCOA1 inh = inhibitors of human steroid receptor coactivator 1 (SRC1). 0.12% of 360,000 active. inhibition, % at 3.6 µM. HEK293 GAL4-SRC1 luciferase reporter, luminescence. AID 588354;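 active means inhibition above the campaign mean plus 3 SD, with each screening campaign given its own cutoff, cut at about 60% in these data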;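 further: 0% = DMSO treated cells and 100% = gossypol at 36 µM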
NOD2 RIPK2 PPI = blocks binding of human NOD2 to RIPK2; inhibition, % at 4.98 µM; AID 624267; 0.38% of 360,000 active; CHO BLA complementation NOD2-RIPK2, CCF4 ratio; in the data active means inhibition above about 21%;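 further: 0% = vehicle only and 100% = reference blocker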
TLR9-MyD88 block = inhibitors of human TLR9-MyD88 binding; AID 504734; CHO BLA complementation TLR9-MyD88, CCF4 FRET ratio; inhibition, % at 4.98 µM; 0.21% of 340,000 active;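 active means inhibition above the mean over all tested compounds plus 3 SD, cut at about 21% in these data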;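 further: 0% = DMSO only wells and 100% = clavulanate BLA inhibitor control wells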
TWEAK Fn14 block = TWEAK-Fn14 signaling inhibition; inhibition, % at 10 µM; AID 1159606; TWEAK-stimulated Fn14 reporter cells, luciferase luminescence, 8 h; 2% of 360,000 active; in the data active means inhibition above about 50%
Exocytosis inh = lytic granule exocytosis inhibition; TALL-104 LAMP-1 surface exposure, flow cytometry; cells stimulated with thapsigargin and PMA; inhibition, % at 10 µM; 0.66% of 360,000 active; AID 651702;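 active means inhibition above about 55%, limit read from the data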
* marks the source's active call; other numbers are inactive results; · = no result given.

SMILES | LRH-1 inv ag | SRC2 inh | TROY NFkB inh | SRC3 inh | COUP-TFII inh | ABHD5 PLIN5 PPI | NCOA1 inh | NOD2 RIPK2 PPI | TLR9-MyD88 block | TWEAK Fn14 block | Exocytosis inh
CNC(=O)COc1ccc(Nc2nnc(-c3ccc(C)c(S(N)(=O)=O)c3)c3ccccc23)cc1 | 4 | -39 | 2 | -6 | 0 | 2 | -125 | 2 | -1 | 0 | -9
FC(F)(F)c1cnc(N2CCCN(C(=S)Nc3ccccc3)CC2)c(Cl)c1 | 6 | -3 | 40 | 25 | 39* | 1 | 8 | -11 | -4 | 24 | 1
CCOc1ccc(N(C(=O)c2ccc(S(=O)(=O)N3CCCC3)cc2)C2C=CS(=O)(=O)C2)cc1 (stereo not given) | 1 | -13 | -1 | 10 | 14 | 4 | -6 | 2 | -1 | 9 | -26
Nn1c(SCc2ccc(F)cc2)nnc1-c1ccncc1 | 1 | -35 | -1 | 21 | -11 | 0 | -13 | -16 | · | 4 | 1
CN(CC(=O)N/N=C/c1ccc(F)cc1)S(=O)(=O)c1ccccc1 | -20 | -14 | -29 | -20 | -11 | 4 | 21 | 0 | 13 | -2 | -19
CN(C(=O)CSc1nnc(-c2cccc(F)c2)n1N)C1CCS(=O)(=O)C1 (stereo not given) | -11 | -27 | 8 | 11 | 5 | -7 | -4 | 9 | 2 | -4 | -4
N#CC(=C=[N-])C1=C(C#N)C(c2ccccc2F)C([n+]2ccccc2)C(O)(C2CC2)N1 (stereo not given) | 10 | -15 | 1 | 8 | -12 | -3 | -18 | 4 | 4 | 18 | 0
CN(C)S(=O)(=O)c1cccc(NC(=O)COc2ccc(S(=O)(=O)N3CCOCC3)cc2Cl)c1 | 9 | 18 | 17 | 10 | -1 | 1 | 3 | -3 | 1 | 10 | -6
O=C(Nc1cnn(Cc2ccc(Cl)c(Cl)c2)c1)C12CC3CC(CC(C3)C1)C2 | -18 | 13 | 17 | 10 | 12 | -2 | 1 | -1 | 8 | 19 | -1
COCCN(C(=O)c1ccc2ccccc2c1)c1c(N)n(Cc2ccccc2)c(=O)[nH]c1=O | 1 | -1 | -51 | 4 | 10 | 9 | 1 | -8 | -2 | -14 | -1
O=C(Nc1cccc(C(=O)NC2CC2)c1)c1ccccc1 | -1 | 5 | -6 | -14 | -7 | 8 | -24 | -3 | -3 | 18 | -12
CCOc1nc(-c2ccccc2)ccc1-c1noc(-c2ccco2)n1 | -15 | 24 | -32 | -24 | -8 | 1 | -3 | 0 | 2 | -9 | -5
O=C(Cn1c(=O)n(-c2ccccc2)c(=O)n1CC(=O)N1CCCCC1)N1CCCCC1 | -6 | -21 | -11 | -1 | 14 | 0 | 7 | 5 | -4 | 8 | 0
CCc1cc(=O)oc2cc(OCC=C(C)C)ccc12 | -14 | 5 | -35 | -11 | -7 | -2 | 5 | -12 | -6 | -24 | 3
O=C(c1cc(COc2ccc3ncccc3c2)on1)N1CCC[C@H]1CO | 11 | 12 | 4 | 21 | 38* | 1 | 5 | -5 | -12 | 9 | -8
CCc1ccccc1NC(=O)CCC(=O)N1CCN(C(C)=O)CC1 | 2 | 5 | -2 | -8 | 6 | 1 | -3 | -2 | -14 | 14 | -2
O=C(Nc1cccc2cccnc12)c1ccccc1Br | 16 | -24 | -22 | 6 | -23 | -6 | 2 | 11 | 11 | -5 | -7
CCOC(=O)/C(C#N)=C/N1CCOCC1 | 10 | 30 | -8 | 7 | 2 | 0 | -4 | -2 | 1 | 3 | -3
CCOc1ccccc1NC1=NCC(=O)N1Cc1ccc(F)cc1 | 30 | 15 | -4 | 20 | 4 | 0 | 14 | -13 | 3 | 10 | -1
Cc1c(NC(=O)C(C)Sc2ccc3ccccc3n2)c(=O)n(-c2ccccc2)n1C (stereo not given) | -6 | 8 | 16 | 10 | 2 | 2 | 0 | -8 | -2 | 25 | 2
CCOC(=O)/C(C#N)=N/Nc1ccccc1C(=O)O | -12 | -15 | -20 | 10 | 16 | -2 | -23 | -8 | 2 | -2 | 3
Cc1nc2ccc(S(=O)(=O)Nc3ccc(-c4nc5cccnc5s4)cc3)cc2s1 | -20 | -49 | 27 | -62 | -29 | -1 | -37 | -9 | -7 | 24 | -1
O=C(COC(=O)c1nc(Cl)ccc1Cl)NC1CCCCCC1 | -6 | -8 | -8 | 3 | -12 | -7 | -11 | 3 | -7 | -13 | -22
O=C(COC(=O)c1ccc(O)cc1)Nc1cc(S(=O)(=O)N2CCCCCC2)ccc1Cl | -27 | -5 | 46 | 0 | -1 | -2 | -5 | 14 | 4 | 28 | 6
Cc1ccc(S(=O)(=O)N2CCN(C(=O)CN3CCN(C)CC3)C2)cc1 | 22 | -5 | -13 | 0 | 0 | -9 | -28 | -11 | 5 | 12 | 8
Cc1cc(C)n(Cc2cnc(N3CCOCC3)s2)n1 | 7 | 1 | -10 | -1 | 1 | 3 | 4 | -11 | -5 | -8 | 0
Cc1ccc(S(=O)(=O)N2CCOCC2)cc1C(=O)NCc1ccc(F)cc1 | -3 | -14 | -21 | 17 | -14 | 1 | -33 | -6 | -13 | -10 | 2
O=C1CC(c2ccccc2)Oc2ccccc21 (stereo not given) | -13 | -18 | -24 | -21 | 3 | 12 | -16 | -8 | 3 | -23 | -4
COc1cccc(C(=O)NCC(=O)N/N=C/c2c(C)[nH]c3ccccc23)c1 | -2 | 14 | 20 | -21 | 19 | 7 | -5 | -9 | -3 | -25 | 0
O=S(=O)(c1ccc(Cl)cc1)N1CCN2CCCC2C1 (stereo not given) | 3 | 13 | 14 | -1 | -4 | -4 | -15 | -10 | 6 | -6 | 3
CCOC(=O)c1[nH]c(C)c(C(=O)OCC(=O)N2CCCCC2C)c1C (stereo not given) | 7 | 11 | 10 | -8 | -19 | -2 | 5 | -8 | -10 | 5 | -1
CCOc1ccc(CCNC(=O)c2ccc(F)c(S(=O)(=O)N3CCOCC3)c2)cc1OCC | 1 | 10 | 10 | -3 | 15 | -9 | 3 | 2 | -13 | -4 | 1
CCOC(=O)C1=CN(Cc2ccco2)S(=O)(=O)N(C)C1c1ccc2ccccc2c1 (stereo not given) | 2 | 3 | -2 | -5 | -4 | 17 | 6 | 5 | 0 | 16 | 0
N#Cc1c(-c2ccccc2)c(-c2ccccc2)nn(CC(=O)NNC(=O)Nc2ccc(Cl)c(Cl)c2)c1=O | -8 | 14 | 37 | 18 | 21 | -4 | 3 | 3 | -1 | 44 | -1
COCCC(C(=O)Oc1c(C(C)(C)C)cc(C)cc1C(C)(C)C)c1ccccc1 (stereo not given) | 5 | -4 | -1 | 8 | -12 | -9 | -2 | 1 | -6 | 1 | -2
CC(=O)c1cccc(NC(=O)C(=O)c2cn(CC(=O)N3CCCCC3)c3ccccc23)c1 | -17 | -32 | -32 | 6 | 1 | -7 | -5 | -7 | 3 | 5 | -4
CC1Cc2cc(/C(O)=C3/C(=O)C(=O)N(CCCn4ccnc4)C3c3ccc([N+](=O)[O-])cc3)ccc2O1 (stereo not given) | -11 | -12 | 6 | -12 | -8 | -7 | -5 | -3 | 1 | -3 | -1
Nc1cccc(-c2nc3ccc(N)cc3s2)c1 | -26 | -65 | 13 | -61 | -21 | -6 | -46 | -14 | -2 | 78* | 1
Cn1c(Cc2ccccc2)nnc1SCC(=O)Nc1cccc(S(=O)(=O)NC2=NCCCCC2)c1 | 11 | -7 | -1 | 9 | -5 | -2 | -8 | 3 | 9 | -17 | 3
CC1CCN(C(=O)c2ccc(SCc3ccccc3F)c([N+](=O)[O-])c2)CC1 | -1 | 2 | 24 | -24 | -14 | -7 | 5 | 9 | 3 | 12 | 1
Cc1cc(=O)oc(C)c1C(=O)NCc1ccco1 | 6 | -36 | 6 | 9 | 7 | -1 | -11 | -12 | -13 | 0 | 0
COC(=O)Cc1ccc(NC(=S)NN2CCOCC2)cc1 | -4 | -2 | -8 | 2 | -11 | 2 | -7 | 10 | -10 | 0 | 0
Cc1cccc2nc(C(F)(F)F)nc(=O)n12 | -3 | -3 | -8 | 4 | 5 | 0 | 5 | 10 | -9 | -11 | 3
COc1cccc(N2C(=O)C3CCCN3C2c2ccc(Cl)cc2)c1 (stereo not given) | -6 | 12 | -8 | 9 | -17 | 7 | -2 | -11 | 6 | -1 | 3
CC(C)(C)C(=O)N1CCN(c2ncccc2C(F)(F)F)CC1 | 21 | -15 | 4 | 23 | 5 | 3 | 11 | -1 | -2 | -21 | -3
Cc1cccc(C2=NN(c3ccccc3)[C@@H](C(=O)N3CCOC3=O)[C@@H]2c2ccc(F)cc2)c1 | 8 | 24 | 6 | 3 | 14 | -1 | 1 | 2 | 4 | 22 | 2
CCOC(=O)N1CCN(C(=O)CN(c2ccc(OC)cc2)S(C)(=O)=O)CC1 | 0 | 4 | 3 | 7 | -7 | -1 | -2 | 3 | -4 | -10 | -2
COc1cccc(OC)c1C(=O)Nc1nnc(C(C)C)s1 | -12 | 17 | 2 | 10 | -7 | 5 | 3 | -7 | -1 | -6 | -2
O=C(CC1Sc2ncnn2C1=O)Nc1ccccc1 (stereo not given) | 13 | 16 | -6 | 17 | -1 | 27* | -7 | 4 | 4 | -4 | 6
Cc1nc(CNC(=O)c2cc(COc3ccc(F)cc3Cl)on2)cs1 | 2 | 2 | -21 | -13 | -22 | 13 | 2 | -3 | -3 | 8 | 0
COc1cccc(-c2cc(C(=O)NCc3cccs3)no2)c1 | -126 | -44 | -53 | -48 | -55 | 0 | -78 | 1 | -2 | -16 | 4
C=CCC1c2cccc(C(=O)OC)c2C(=O)N1c1ccccc1 (stereo not given) | 6 | -12 | 6 | 0 | -8 | -6 | -42 | -8 | -6 | 11 | -1
CCc1ccc2c(CN(CC)Cc3nc4ccccc4c(=O)[nH]3)cc(=O)oc2c1 | 10 | 4 | -16 | -8 | -7 | 4 | -6 | 5 | 7 | 8 | 2
CC(=O)c1c(C)[nH]c(C(=O)COC(=O)c2cccc(S(=O)(=O)N(C)c3ccccc3)c2)c1C | 8 | 20 | 71* | 19 | 14 | 2 | 1 | -8 | 0 | 101* | 75*
C[C@@H]1CN([C@@H](C)CO)C(=O)c2cc(NS(=O)(=O)c3cccs3)ccc2O[C@H]1CN(C)Cc1ccc(C(F)(F)F)cc1 | 16 | 1 | 9 | -5 | 6 | -3 | -14 | 10 | -7 | -4 | -4
CCOC(=O)C1=C(N)OC2=C(C(=O)CC(C)(C)C2)C1c1ccc(CC)s1 (stereo not given) | -17 | -33 | -48 | 3 | -13 | 0 | -30 | -4 | 3 | -2 | 0
COC(=O)[C@H](CCSC)NC(=O)Cn1ccc(NC(=O)OCc2ccccc2)nc1=O | -3 | 5 | 6 | -13 | -1 | 0 | 11 | 6 | 2 | -9 | 2
COC(=O)c1cccc(NC(=S)NC(C)C)c1 | 6 | -4 | 3 | 18 | -7 | 2 | -10 | 5 | 1 | 3 | -6

From PubChem BioAssay

Not all compounds are listed; count on the stated rates, not on these rows.
